GoLoco inh red = qHTS Assay for Inhibitors of RGS12 GoLoco Motif Activity (Red Fluorophore); Guanine nucleotide-binding protein G(i) subunit alpha-1 (Homo sapiens), P63096; Gai1:RGS12 GoLoco peptide FP, rhodamine, 10 min; Potency, µM (top dose mostly 61.6 µM), for inactives: at the top dose activity, negative = inhibition, usual class: inhibitors; hit rate 0.44% among 230,000; AID 880, 2007; active = well fitted inhibition curve with a large enough effect, not every such curve was filed as active; inactive = no such curve, though single readings can be large or run the other way; note: nearly all actives have a fitted effect of over 30% in size; many of its hits are not listed in these tables
RECQ1 inh = qHTS Assay for Inhibitors of RecQ-Like Dna Helicase 1 (RECQ1); ATP-dependent DNA helicase Q1 (Homo sapiens), P46063; RECQ1 DNA unwinding, red fluorescence kinetic read; Potency, µM (titrated, usually from 57.3 µM), for the others: top-dose activity, negative = inhibition, usual class: inhibitors; hit rate 0.54% among 240,000;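 note: plate controls were vehicle for no effect and no enzyme for full effect; nearly all actives have a fitted effect of over 30% in size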
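50 nM RECQ1T1 preincubated 15 min with compound in Tris pH 8.0 buffer with MgCl2, DTT, Tween-20 and 2.5 ug/ml poly(dI-dC); started with 200 nM TAMRA/BHQ-2 forked duplex and 2 mM ATP. Unwinding read as fluorescence (525/598 nm), two reads 2 h apart.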
Tau ThT inhib = qHTS for Inhibitors of Tau Fibril Formation, Thioflavin T Binding | Microtubule-associated protein tau (Homo sapiens), P10636 | recombinant tau K18 P301L, heparin-induced fibrillization, ThT fluorescence | Potency, µM (doses to about 57.4 µM), without a hit: top-dose activity, negative = inhibition, usual class: inhibitors | hit rate 2.1% among 270,000 | AID 1460, 2008; note: nearly all actives have a fitted effect of over 55% in size
Target sequence (P10636 561-689 P618L limits assumed): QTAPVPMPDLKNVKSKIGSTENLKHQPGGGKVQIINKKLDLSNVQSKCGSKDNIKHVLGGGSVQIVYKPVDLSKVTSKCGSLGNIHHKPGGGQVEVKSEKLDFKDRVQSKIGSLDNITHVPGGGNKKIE
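Using a mix of unlabeled (15 uM) and Alexa 594-labeled (0.24 uM) tau K18 P301L, heparin-triggered fibrillization over 6 hr at 37 C was scored by ThT fluorescence.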
Tau FP inhib = qHTS for Inhibitors of Tau Fibril Formation, Fluorescence Polarization; Microtubule-associated protein tau (Homo sapiens), P10636; Potency, µM (series often up to 57.7 µM), without a hit: at the top dose activity, negative = inhibition, most hits filed as inhibitors; AID 1468, 2008; K18 P301L tau heparin fibrillization, Alexa594 FP, 6 h; hit rate 0.39% among 280,000; note: nearly all actives have a fitted effect of over 55% in size
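Human K18 P301L fragment (15 uM unlabeled plus 0.24 uM Alexa 594-labeled) in 100 mM sodium acetate pH 7 with compound, aggregation induced by 20 uM heparin for 6 hr at 37 C. ThT (30 uM) added for 1 hr, then Alexa 594 FP read.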
TRb SRC2 PPI = qHTS for Inhibitors of the Interaction of Thyroid Hormone Receptor and Steroid Receptor Coregulator 2; Thyroid hormone receptor beta (Homo sapiens), P10828; TRbeta-SRC2 peptide binding, fluorescence polarization; receptor liganded with 1 µM T3; Potency, µM (series often up to 106 µM), without a hit: at the highest dose activity change, negative = inhibition, usual class: inhibitors; hit rate 0.065% among 280,000;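 note: plate controls were bound peptide for no effect and peptide without receptor for full effect; nearly all actives have a fitted effect of over 50% in size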
Target sequence (P10828 whole entry, looked up): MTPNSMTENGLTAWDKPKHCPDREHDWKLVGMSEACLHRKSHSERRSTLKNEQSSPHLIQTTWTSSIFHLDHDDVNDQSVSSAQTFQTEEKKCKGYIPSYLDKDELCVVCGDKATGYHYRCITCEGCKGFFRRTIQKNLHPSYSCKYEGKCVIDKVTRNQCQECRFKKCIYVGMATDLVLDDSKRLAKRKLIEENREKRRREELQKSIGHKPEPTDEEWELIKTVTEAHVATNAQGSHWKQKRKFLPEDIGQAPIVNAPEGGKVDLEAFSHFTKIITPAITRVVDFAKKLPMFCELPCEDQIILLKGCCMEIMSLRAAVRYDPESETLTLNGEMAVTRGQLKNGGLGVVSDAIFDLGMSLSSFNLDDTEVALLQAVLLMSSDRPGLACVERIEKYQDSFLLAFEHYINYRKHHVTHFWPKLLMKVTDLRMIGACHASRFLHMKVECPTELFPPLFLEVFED
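Decrease in fluorescence polarization of 20 nM Texas Red SRC2 coactivator peptide flagged inhibition of its binding to 0.6 uM TRb LBD; 1 uM T3 included, incubation 5 hr, ex 555/em 632 nm.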
L3MBTL1 inh = qHTS Assay for the Inhibitors of L3MBTL1; Lethal(3)malignant brain tumor-like protein 1 (Homo sapiens), Q9Y468; AlphaScreen L3MBTL1–H3K9me1 peptide binding; Potency, µM (top dose mostly 57.1 µM), inactives show top-dose activity, negative = inhibition, usual class: inhibitors; hit rate 0.66% among 230,000; note: nearly all actives have a fitted effect of over 60% in size
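L3MBTL1 (50 nM) pre-complexed 30 min with biotinylated H3(1-15)K9me1 peptide (75 nM), then compounds added for 30 min at room temperature; AlphaScreen streptavidin donor/nickel chelate acceptor beads (10 ug/mL final) read after 30 min dark incubation.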
KDM4E inh = qHTS Assay for Inhibitors of Human Jumonji Domain Containing 2E (JMJD2E). hit rate 1.6% among 230,000. Potency, µM (doses to about 57.1 µM), for the others: at the highest dose activity change, negative = inhibition, hits mostly inhibitors. JMJD2E catalytic domain, FDH-coupled NADH fluorescence (FDH is formaldehyde dehydrogenase); active = well fitted inhibition curve with a large enough effect, not every such curve was filed as active; inconclusive = small, poorly fitted or top-dose-only effect, or another doubt; inactive = no such curve, though single readings can be large or run the other way;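 note: 0% = wells with enzyme and -100% = buffer wells without enzyme; nearly all actives have a fitted effect of over 50% in size; many of its hits are not listed in these tables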
Target sequence (B2RXH2 1-337 limits assumed): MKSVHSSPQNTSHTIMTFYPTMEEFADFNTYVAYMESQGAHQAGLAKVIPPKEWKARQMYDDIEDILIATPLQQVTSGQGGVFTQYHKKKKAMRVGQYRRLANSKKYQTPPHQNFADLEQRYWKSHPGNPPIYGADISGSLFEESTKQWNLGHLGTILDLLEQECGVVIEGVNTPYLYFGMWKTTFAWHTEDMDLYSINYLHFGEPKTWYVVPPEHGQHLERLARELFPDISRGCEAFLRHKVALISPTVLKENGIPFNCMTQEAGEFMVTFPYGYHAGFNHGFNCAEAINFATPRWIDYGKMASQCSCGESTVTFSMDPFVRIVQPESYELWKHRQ
TR SRC2 fluor cs = Total Fluorescence Counterscreen for Inhibitors of the Interaction of Thyroid Hormone Receptor and Steroid Receptor Coregulator 2 | TRb/SRC2 Texas Red total fluorescence interference | Potency, µM (titrated, usually from 106 µM), without a hit: top-dose fluorescence change, negative = quenching | AID 1479, 2009 | hit rate 0.29% among 280,000; active = well fitted curve in either direction with a large enough effect; inconclusive = small, poorly fitted or top-dose-only effect
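Flags fluorescent or light-absorbing compounds by total fluorescence, S + 2P, at 555 nm excitation and 632 nm emission. Mixture: 20 nM Texas Red SRC2 peptide, 0.6 uM human TRb LBD, 1 uM T3, 5% DMSO; compound exposure 5 h at ambient temperature.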
The depositor's hits bear a star; i = inactive; ? = inconclusive; / = no result given; [ ] = remark or other dose. Unless noted, calls come from the whole dose curve; as a rule, active = well fitted curve in the direction sought with a large enough effect; inconclusive = small, poorly fitted or top-dose-only effect, or another doubt; inactive = no such curve, though single readings can be large; an effect the other way counts as inactive or inconclusive. Unless noted, % is set by controls: 0 for no effect and ±100 for the full control effect; potency is the fitted concentration of half-maximal effect. Some of the compounds tested. The share of hits here may be higher or lower than overall.

SMILES	GoLoco inh red	RECQ1 inh	Tau ThT inhib	Tau FP inhib	TRb SRC2 PPI	L3MBTL1 inh	KDM4E inh	TR SRC2 fluor cs
CC(C)c1ccc2oc(=O)cc(CN3CCN(c4ccccc4)CC3)c2c1	0%	i	-11%	6%	-6%	-2%	-3%	1%
N=c1n(CCO)c2ccccc2n1CCOc1ccccc1	-5%	-3%	-3%	-1%	-1%	-2%	-2%	-1%
CC(C)C(=O)Nc1cc(C(F)(F)F)ccc1N1CCOCC1	8%	3%	-24%	0%	-10%	2%	-1%	0%
Cc1ccccc1NC(=O)C1CCCN1C(=O)NC1CCCCC1 (stereo unspecified)	6%	-7%	-10%	8%	-4%	/	5%	0%
COc1ccc(-c2nc(C3CCCCC3)no2)cc1OC	3%	7%	-18%	-6%	-11%	9%	?	-3%
CCCCCC(=O)NNC(=O)c1ccc(F)cc1	2%	-6%	3%	5%	-6%	6%	1%	5%
O=C(CCNS(=O)(=O)c1ccccc1C(F)(F)F)NCc1ccc2c(c1)OCO2	8%	i	-7%	9%	3%	/	18%	2%
CCN1CCN(c2cc3c(cc2F)c(=O)c(S(=O)(=O)c2ccc(OC)cc2)cn3CC)CC1	/	/	-6%	-7%	-8%	/	/	?
O=[N+]([O-])c1cccc(-c2ccc(/C=N/NC(=S)NCc3ccco3)o2)c1	6%	-4%	?	1%	-1%	-6%	-2%	-4%
CC(=O)c1ccc(N2CCN(C(=O)Cn3c(=S)[nH]c4ncccc4c3=O)CC2)cc1	11%	-17%	-7%	2%	3%	-23%	-8%	-1%
Cc1ccc(C)c(OCCn2cc(/C=C(\C#N)C(=O)NCc3cccs3)c3ccccc32)c1	4%	12%	-13%	-12%	-5%	9%	-10%	2%
COc1ccc2c(CNCc3ccc(C)o3)c(C(=O)O)n(Cc3ccccc3C)c2c1	/	/	-16%	-1%	1%	/	/	-1%
CCOC(=O)c1c(-c2ccccc2)oc2ccc(N(C(C)=O)S(=O)(=O)c3cc(C)ccc3C)cc12	/	/	-15%	-4%	0%	/	/	0%
Cc1cc(SCC(=O)Nc2ccc(O)cc2)n2nc(C)c(-c3ccccc3)c2n1	13%	0%	?	0%	-1%	8%	0%	-1%
Cc1ccc(N(C(C)C(=O)Nc2cccc(N(C)S(C)(=O)=O)c2)S(C)(=O)=O)cc1 (stereo unspecified)	4%	-1%	-2%	-1%	-7%	-3%	-7%	-1%
CCCn1c(NC(=O)c2ccco2)nc2ccccc21	9%	-14%	-5%	-4%	-3%	/	?	-5%
CN(C)c1nc(N(C)C)nc(N(C#N)CCOc2ccccc2)n1	2%	3%	-17%	1%	-7%	7%[11.4 µM]	-3%	-3%
O=S(=O)(c1ccc(OC(F)(F)F)cc1)N1CCC(c2nnnn2-c2ccc(F)cc2)CC1	/	/	8%	5%	4%	/	/	-3%
COC(=O)c1ccc(C(=O)OC)c(NC(=O)COC(=O)c2ccc(OC)c(OC)c2OC)c1	8%	-6%	-4%	-5%	-1%	7%	-1%	5%
Cc1cccc(C)c1N(CC(O)Cn1c2ccccc2c2ccccc21)S(C)(=O)=O (stereo unspecified)	-4%	i	-10%	-9%	4%	/	6%	0%
CN(C)S(=O)(=O)c1ccc(C(=O)Nc2nc(-c3ccccc3)c(C(=O)c3ccccc3)s2)cc1	0%	-10%	-6%	?	-8%	4%	1%	-1%
CCn1cc(C(=O)OCc2cccc(Br)c2)c(=O)c2ccc(C)nc21	1%	-1%	?	6%	-5%	-13%	-1%	-2%
O=S(=O)(NC1CC1)c1cccc(S(=O)(=O)N2CCCC2)c1	10%	-15%	6%	7%	6%	-2%	2%	-2%
CCCCc1cc2c(cn1)=C(OC(=O)c1ccco1)C(C)(OC(=O)CC)C(=O)C=2 (stereo unspecified)	17%[14.2 µM]	i[11.5 µM]	-10%[11.5 µM]	3%[11.6 µM]	4%[11.2 µM]	/	-19%[11.4 µM]	-11%[11.2 µM]
COc1ccc(NC(=O)[C@@H](NC(N)=O)C(C)C)cc1Cl	7%	-3%	-9%	0%	-1%	0%	-2%	-4%

Fetched by compound from the list above, 2 records:
SMILES	GoLoco inh red	RECQ1 inh	Tau ThT inhib	Tau FP inhib	TRb SRC2 PPI	L3MBTL1 inh	KDM4E inh	TR SRC2 fluor cs
CC(C)C(=O)Nc1cc(C(F)(F)F)ccc1N1CCOCC1	8%	3%	-24%	0%	-10%	2%	-1%	0%
CCCCCC(=O)NNC(=O)c1ccc(F)cc1	2%	-6%	3%	5%	-6%	6%	1%	5%

More entries
SMILES	GoLoco inh red	RECQ1 inh	Tau ThT inhib	Tau FP inhib	TRb SRC2 PPI	L3MBTL1 inh	KDM4E inh	TR SRC2 fluor cs
CCOC(=O)N1CCN(S(=O)(=O)c2cc(Br)cc3c2N(C(=O)C2CC2)CC3)CC1	17%	i	-7%	-2%	-6%	0%	1%	3%
Cn1c(CCNC(=O)c2ccccc2)nc2cc(NC(=O)C3CCCCC3)ccc21	-1%	1%	1%	2%	-4%	/	2%	-1%
Cc1ccc(-n2ncc(C(=O)Nc3c(Cl)cccc3Cl)c2C2CCNCC2)cc1	/	/	-10%	-13%	-9%	/	/	2%
COc1ccc(S(=O)(=O)N2CCC(C(=O)Nc3ccccc3C)CC2)c2cccnc12	-2%	-5%	-12%	-3%	-20%	/	-17%	-1%
Nn1c(SCC(=O)Nc2cccc(S(N)(=O)=O)c2)nnc1C1CC1	9%	0%	-1%	7%	5%	4%	-25%	0%
CNC(=O)c1[nH]cnc1C(=O)N[C@@H](CC(C)C)C(=O)OC(C)(C)C	-14%	2%	-1%	?	-2%	-9%	3%	1%
COc1cccc(CNCC(=O)N2C(C)CCCC2C)c1 (stereo unspecified)	-5%	-3%	1%	0%	-3%	3%	-20%	-2%
COc1ccc(-n2c(C)c(C(C)=O)c(C(C)=O)c2C)cc1OC	-9%	-3%	-5%	4%	-19%	-3%	5%	1%
COc1ccc(S(=O)(=O)NCC(c2ccco2)S(=O)(=O)c2cccs2)cc1C (stereo unspecified)	/	/	-7%	-8%	-9%	/	/	-2%
Cc1c(N=C(N)/N=C(\N)Nc2ccccc2)c(=O)n(-c2ccccc2)n1C	-3%	-10%	4%	6%	4%	3%	6%	?
O=C(COC(=O)CNC(=O)c1ccccc1F)Nc1cccnc1Cl	-6%	-12%	-13%	-3%	0%	-18%	2%	-3%
CCOc1ccc(CNCc2c(C(=O)O)n(Cc3ccc(OC)cc3)c3ccccc23)cc1	/	/	3%	-3%	-3%	/	/	-1%
CC(=O)Nc1cccc(NC(=O)CSc2nnc(Cc3cccn3C)n2CCc2ccccc2)c1	/	-5%	-1%	-3%	1%	-13%	1%	1%
CC(=NCc1ccco1)c1c(O)n(C2CCCCC2)c(=O)[nH]c1=O	17%	i	-10%	-2%	-3%	/	-21%	-7%
CC(C)(C)C1CCC(OC(=O)c2ccncc2)CC1 (stereo unspecified)	4%	i	-13%	?	5%	3%	5%	-4%
CC(C)(C)OC(=O)N1CCC(c2c(C(=O)NCc3ccccn3)cnn2-c2ccc(F)cc2)CC1	/	/	-4%	3%	2%	/	/	-1%
COc1ccc(C(=O)NCc2nnc(SCC(=O)Nc3nc4ccc(C)cc4s3)o2)cc1OC	-2%	?	?	-10%	-1%	0%	1%	-2%
CCOC(=O)C1=C(CC)Nc2ccccc2N=C1N	0%	i	-6%	-4%	0%	/	1%	-3%
Cn1nc(C(=O)NCC2CCCO2)c2ccccc2c1=O (stereo unspecified)	2%	1%	23%	1%	3%	7%	1%	-3%
O=C(CNC(=O)C1CCCCC1)OCc1cc(=O)oc2ccc3ccccc3c12	18%	-1%	-4%	-5%	-7%	7%	?	-1%
CCOC(=O)CCCSc1nnc(CCCCCN2C(=O)c3cccc4cccc(c34)C2=O)o1	-2%	-3%	8%	-6%	-1%	1%	-2%	-5%
CN(C)S(=O)(=O)N(CC(=O)Nc1ccccc1C(F)(F)F)c1ccccc1	-2%	-29%	-1%	-3%	6%	?	11%	3%
Cc1cc2c(C)nc(N/N=C/c3ccccc3)nc2o1	6%	-3%	?	6%	-3%	-1%	-11%	-10%
O=C(CCl)Nc1ccccc1Sc1ccc(Cl)cc1	-10%	i	-13%	-2%	-8%	/	-3%	0%
O=C(N/N=C/C=C/c1ccccc1)c1n[nH]c2c1CCC2	6%	i	-15%	-3%	1%	/	11%	-2%
Additional entries:
SMILES	GoLoco inh red	RECQ1 inh	Tau ThT inhib	Tau FP inhib	TRb SRC2 PPI	L3MBTL1 inh	KDM4E inh	TR SRC2 fluor cs
O=c1[nH]c2ccccc2nc1C(Cl)c1ccccc1 (stereo unspecified)	14%	14%	-4%	-4%	-13%	/	?	0%
Cc1cc(C)c(S(=O)(=O)N2CCCOC2CNC(=O)C(=O)NCc2cccs2)c(C)c1 (stereo unspecified)	9%	i	?	9%	2%	9%	2%	-5%
CCOC(=O)N1CCc2c(sc3c2c(=O)n(-c2ccc(Cl)cc2)c(=O)n3Cc2cccc(C)c2)C1	/	/	5%	0%	-4%	/	/	2%
Cc1ccc(NC(=S)NC2CCN(Cc3ccccc3)CC2)cc1	8%	-4%	0%	4%	-7%	-7%	8%	0%
CC(C)CNC(=O)c1oc2ccccc2c1COc1ccccc1	-9%	-9%	-7%	-9%	-1%	30%[activator]	-2%	3%
Cc1onc(-c2ccccc2)c1CNS(=O)(=O)c1ccc(F)cc1F	5%	-17%	-1%	3%	3%	2%	-2%	-9%
O=C1c2ccsc2SCCN1Cc1c(Cl)cccc1Cl	-6%	i	-2%	-14%	-17%	/	1%	3%
Cc1cccc(C)c1NC(=O)c1cccc(COc2cc(Cl)ccc2Cl)c1	-4%	-5%	-6%	5%	3%	10%	9%	?

High-throughput results deposited in PubChem by National Center for Advancing Translational Sciences (NCATS).
